KDM4E inh: JMJD2E (human) inhibition. AID 2147. Potency, µM (titrated, usually from 57.1 µM), for the others: top-dose activity change, negative = inhibition, most hits filed as inhibitors. JMJD2E catalytic domain, FDH-coupled NADH fluorescence (FDH is formaldehyde dehydrogenase). B2RXH2. 230,000 compounds, 1.6% hits; active means well fitted inhibition curve with a large enough effect, not every such curve was filed as active; inconclusive means small, poorly fitted or top-dose-only effect, or another doubt; inactive means no such curve, though single readings can be large or run the other way;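 further: 0% = wells with enzyme and -100% = buffer wells without enzyme; nearly all actives have a fitted effect of over 50% in size; many of its hits are not listed in these tables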
TRb SRC2 PPI: inhibitors of human thyroid hormone receptor beta-SRC2 interaction; P10828; TRbeta-SRC2 peptide binding, fluorescence polarization; receptor liganded with 1 µM T3; Potency, µM (highest dose often 106 µM), for the others: at the highest dose activity change, negative = inhibition, hits mostly inhibitors; 280,000 compounds, 0.065% hits; AID 1469;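 further: plate controls were bound peptide for no effect and peptide without receptor for full effect; nearly all actives have a fitted effect of over 50% in size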
Target sequence (P10828 whole entry, looked up): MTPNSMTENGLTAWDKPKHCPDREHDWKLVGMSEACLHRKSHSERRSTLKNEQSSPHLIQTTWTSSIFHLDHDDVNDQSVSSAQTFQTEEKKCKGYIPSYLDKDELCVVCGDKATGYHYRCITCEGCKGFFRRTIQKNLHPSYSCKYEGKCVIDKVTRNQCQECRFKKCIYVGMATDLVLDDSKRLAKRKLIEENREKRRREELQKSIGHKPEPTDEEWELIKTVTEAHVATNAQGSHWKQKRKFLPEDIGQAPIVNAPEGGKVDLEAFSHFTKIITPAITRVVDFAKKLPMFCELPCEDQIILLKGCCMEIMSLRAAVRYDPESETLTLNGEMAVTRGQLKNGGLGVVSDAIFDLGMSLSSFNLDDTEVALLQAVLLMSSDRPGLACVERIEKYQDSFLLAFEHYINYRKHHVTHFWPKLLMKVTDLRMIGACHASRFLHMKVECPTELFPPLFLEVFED
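Read-out is fluorescence polarization (555 nm excitation, 632 nm emission) of a Texas Red SRC2 coactivator peptide; loss of signal reflects blocked binding to human TRb ligand-binding domain in the presence of 1 uM T3.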
Tau FP inhib: blocks human tau fibril formation measured by polarization; P10636; K18 P301L tau heparin fibrillization, Alexa594 FP, 6 h; Potency, µM (highest dose often 57.7 µM), inactives show top-dose activity, negative = inhibition, most hits filed as inhibitors; 280,000 compounds, 0.39% hits; further: nearly all actives have a fitted effect of over 55% in size
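FP of Alexa 594-tau after heparin (20 uM) induction. Substrate: human K18 P301L, 15 uM unlabeled, 0.24 uM labeled. Buffer 100 mM sodium acetate pH 7. 6 hr, 37 C.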
TR SRC2 fluor cs: counter-screen for TRb-SRC2 inhibitors: fluorescence interference. TRb/SRC2 Texas Red total fluorescence interference. Potency, µM (titrated, usually from 106 µM), for the others: top-dose fluorescence change, negative = quenching. 280,000 compounds, 0.29% hits; active means well fitted curve in either direction with a large enough effect; inconclusive means small, poorly fitted or top-dose-only effect
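Human TRb ligand-binding domain at 0.6 uM with 20 nM Texas Red SRC2 peptide in Tris buffer containing 1 uM T3 and 5% DMSO, incubated with compound 5 h at ambient temperature. Total fluorescence (555/632 nm) calculated as parallel + 2 × perpendicular.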
L3MBTL1 block: L3MBTL1 (human) inhibition; Potency, µM (top dose mostly 57.1 µM), inactives show at the highest dose activity, negative = inhibition, hits mostly inhibitors; 230,000 compounds, 0.66% hits; AlphaScreen L3MBTL1–H3K9me1 peptide binding; Q9Y468; further: nearly all actives have a fitted effect of over 60% in size
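L3MBTL1 50 nM + b-AHA-H3(1-15)K9me1 75 nM, 30 min RT; compound added, 30 min RT; streptavidin donor/Ni-chelate acceptor beads 10 ug/mL each final, 30 min RT dark; AlphaScreen read.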
RECQ1 inh: blocks DNA unwinding by human RECQ1; P46063; RECQ1 DNA unwinding, red fluorescence kinetic read; Potency, µM (titrated, usually from 57.3 µM), inactives show at the highest dose activity, negative = inhibition, usual class: inhibitors; 240,000 compounds, 0.54% hits;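 further: plate controls were vehicle for no effect and no enzyme for full effect; nearly all actives have a fitted effect of over 30% in size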
Target sequence (P46063 whole entry, looked up): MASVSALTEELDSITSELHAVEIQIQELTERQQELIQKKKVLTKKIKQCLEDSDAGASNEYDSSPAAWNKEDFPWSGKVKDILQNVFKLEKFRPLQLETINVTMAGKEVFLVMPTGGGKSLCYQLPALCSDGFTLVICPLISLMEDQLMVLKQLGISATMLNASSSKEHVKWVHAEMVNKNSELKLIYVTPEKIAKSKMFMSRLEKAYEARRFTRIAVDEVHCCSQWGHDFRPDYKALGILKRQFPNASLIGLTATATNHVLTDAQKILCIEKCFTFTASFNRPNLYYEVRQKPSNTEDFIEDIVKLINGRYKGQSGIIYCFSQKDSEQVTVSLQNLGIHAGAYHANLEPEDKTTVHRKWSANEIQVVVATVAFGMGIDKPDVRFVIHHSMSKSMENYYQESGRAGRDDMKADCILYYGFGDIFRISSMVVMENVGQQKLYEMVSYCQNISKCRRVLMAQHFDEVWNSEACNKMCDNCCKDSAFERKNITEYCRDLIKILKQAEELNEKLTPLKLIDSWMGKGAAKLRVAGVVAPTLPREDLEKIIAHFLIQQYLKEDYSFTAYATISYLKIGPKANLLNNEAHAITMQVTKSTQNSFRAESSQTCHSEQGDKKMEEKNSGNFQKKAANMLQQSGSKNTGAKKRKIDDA
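50 nM RECQ1T1 preincubated 15 min with compound in Tris pH 8.0 buffer with MgCl2, DTT, Tween-20 and 2.5 ug/ml poly(dI-dC); started with 200 nM TAMRA/BHQ-2 forked duplex and 2 mM ATP. Unwinding read as fluorescence (525/598 nm), two reads 2 h apart.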
GoLoco inh red: blocks human Gai1 binding to RGS12 GoLoco peptide, red readout; P63096; Gai1:RGS12 GoLoco peptide FP, rhodamine, 10 min; Potency, µM (doses to about 61.6 µM), without a hit: at the highest dose activity, negative = inhibition, usual class: inhibitors; 230,000 compounds, 0.44% hits; active means well fitted inhibition curve with a large enough effect, not every such curve was filed as active; inactive means no such curve, though single readings can be large or run the other way; further: nearly all actives have a fitted effect of over 30% in size; many of its hits are not listed in these tables
Tau fibril ThT: tau fibrillization inhibition (ThT binding); Potency, µM (highest dose often 57.4 µM), for the others: at the top dose activity, negative = inhibition, hits mostly inhibitors; recombinant tau K18 P301L (four-repeat tau fragment), heparin-induced fibrillization, ThT fluorescence; 270,000 compounds, 2.1% hits; P10636; AID 1460; further: nearly all actives have a fitted effect of over 55% in size
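Aggregation was driven by heparin (20 uM final) acting on recombinant tau […] bearing P301L in 100 mM sodium acetate pH 7; fibrils were detected with Thioflavin T.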
An asterisk follows results filed as active; & = joins results of further samples; [ ] = remark or other dose. Unless noted, the call rests on the fitted dose curve; in most records, active means well fitted curve in the direction sought with a large enough effect; inconclusive means small, poorly fitted or top-dose-only effect, or another doubt; inactive means no such curve, though single readings can be large; an effect the other way counts as inactive or inconclusive. Unless noted, on the % scale 0 is the no-effect control and ±100 the full control effect; potency means the concentration at half of the fitted maximal effect.

For COCc1cc(C)nc(Nc2ccc(C)c(C)c2)c1C#N the results were KDM4E inh -7%, TRb SRC2 PPI 11%, Tau FP inhib inconclusive, TR SRC2 fluor cs -1%, L3MBTL1 block 4%, RECQ1 inh -2% and Tau fibril ThT inconclusive.
Screening Nc1nc(NCc2ccccc2)nc(NCCO)c1[N+](=O)[O-] returned KDM4E inh -5%, TRb SRC2 PPI 0%, Tau FP inhib 2%, TR SRC2 fluor cs -3%, L3MBTL1 block 0%, RECQ1 inh -8%, GoLoco inh red -5% and Tau fibril ThT 3%.
`COC(=O)c1cc(OC)c(OC)cc1NC(=S)N1CCCC(CO)C1` (stereo not given) gave KDM4E inh -1%, TRb SRC2 PPI 4%, Tau FP inhib -4%, TR SRC2 fluor cs 0%, RECQ1 inh inactive, GoLoco inh red -5% and Tau fibril ThT -12%.
For COc1ccc(C2Nc3ccc4ccccc4c3-c3c2c(=O)oc2ccccc32)cc1 (stereo not given) the results were KDM4E inh 3.2µM*, TRb SRC2 PPI 4%, Tau FP inhib inconclusive, TR SRC2 fluor cs -2%, RECQ1 inh 6%, GoLoco inh red -9% and Tau fibril ThT 6%.
`COc1cc(NC(=O)C2CC(=O)NC3=C2C(=O)CCC3)c(OC)cc1Cl` (stereo not given) gave KDM4E inh -5%, TRb SRC2 PPI -4%, Tau FP inhib -4%, TR SRC2 fluor cs 1%, L3MBTL1 block 3%, RECQ1 inh -1%, GoLoco inh red -10% and Tau fibril ThT 2%.
For Cc1ccc(NC(=O)c2cc(N(C)C)ccc2[P+](=O)O)cc1 the results were KDM4E inh 59%, TRb SRC2 PPI -2%, Tau FP inhib -3%, TR SRC2 fluor cs 0%, L3MBTL1 block -16%, RECQ1 inh inactive, GoLoco inh red -3% and Tau fibril ThT -18%.
Screening CCOc1ccccc1-c1nc2c([nH]1)c(=O)n(C)c(=O)n2C returned KDM4E inh inconclusive, TRb SRC2 PPI -7%, Tau FP inhib 1%, TR SRC2 fluor cs -1%, L3MBTL1 block 8%, RECQ1 inh 6%, GoLoco inh red 0% and Tau fibril ThT -11%.
For COc1ccc(COC(=O)N/N=C(\C)CC(=O)NCc2ccc(Cl)cc2)cc1 the results were KDM4E inh 7%, TRb SRC2 PPI -3%, Tau FP inhib 1%, TR SRC2 fluor cs -5%, RECQ1 inh inactive, GoLoco inh red -12% and Tau fibril ThT -10%.
O=C(COC(=O)/C=C/c1ccccc1[N+](=O)[O-])Nc1ccc(OC(F)F)cc1 was read as KDM4E inh -1%, TRb SRC2 PPI -3%, Tau FP inhib 1%, TR SRC2 fluor cs 0%, L3MBTL1 block 9%, RECQ1 inh -25%, GoLoco inh red 5% and Tau fibril ThT -4%.
`CCOC(=O)/C=C/C(=O)NNC(=O)c1ccccc1Cl` gave KDM4E inh 14%, TRb SRC2 PPI -3%, Tau FP inhib -1%, TR SRC2 fluor cs 2%, L3MBTL1 block 4%, RECQ1 inh 4%, GoLoco inh red 11% and Tau fibril ThT -9%.
For CCCCN(CC)CCCNC(=O)c1cc2cc3ccc(OC)cc3nc2o1 the results were KDM4E inh inconclusive, TRb SRC2 PPI -11%, Tau FP inhib -7%, TR SRC2 fluor cs -3%, L3MBTL1 block 5%, RECQ1 inh -6%, GoLoco inh red 2% and Tau fibril ThT 1%.
O=C(NC1CC1)C1CCN(C2CCN(C(=O)/C=C/c3cccs3)CC2)CC1 was read as KDM4E inh -13%, TRb SRC2 PPI 0%, Tau FP inhib 1%, TR SRC2 fluor cs 1%, L3MBTL1 block 9%, RECQ1 inh inactive, GoLoco inh red 9% and Tau fibril ThT -8%.
`Cc1ccc(C)c(OCC(=O)NCCN(C)C)c1` gave KDM4E inh 19%, TRb SRC2 PPI -1%, Tau FP inhib 3%, TR SRC2 fluor cs 1%, RECQ1 inh -12%, GoLoco inh red 5% and Tau fibril ThT -4%.
`COc1cc(NC(=O)C2CC(c3cccc(OC)c3OC)=NO2)cc(OC)c1OC` (stereo not given) gave KDM4E inh inconclusive, TRb SRC2 PPI 4%, Tau FP inhib 2%, TR SRC2 fluor cs 0%, L3MBTL1 block -3%, RECQ1 inh -7%, GoLoco inh red 8% and Tau fibril ThT 2%.
Screening COCCCN(C(=S)Nc1c(C)cc(C)cc1C)C(C)c1ccccn1 (stereo not given) returned KDM4E inh 5%, TRb SRC2 PPI -10%, Tau FP inhib -15%, TR SRC2 fluor cs -2%, L3MBTL1 block 4%, RECQ1 inh inactive, GoLoco inh red 3% and Tau fibril ThT -8%.
Cc1ccc(S(=O)(=O)N2CCN(CC(=O)N/N=C/c3ccco3)CC2)cc1 was read as KDM4E inh 16%, TRb SRC2 PPI -3%, Tau FP inhib 4%, TR SRC2 fluor cs 1%, L3MBTL1 block 4%, RECQ1 inh -3%, GoLoco inh red -9% and Tau fibril ThT -2%.
`CC1C(c2ccccc2)=[N+]([O-])C2(CCCCC2)N1O` (stereo not given) gave KDM4E inh -1%, TRb SRC2 PPI -2%, Tau FP inhib -7%, TR SRC2 fluor cs -2%, L3MBTL1 block 4%, RECQ1 inh -5%, GoLoco inh red 3% and Tau fibril ThT -7%.
COc1ccc(N(CC(=O)Nc2cc(Cl)ccc2C)S(=O)(=O)c2c(C)noc2C)cc1 was read as TRb SRC2 PPI -8%, Tau FP inhib -9%, TR SRC2 fluor cs -3% and Tau fibril ThT -8%.
For COc1ccc(-c2nn(-c3ccccc3)cc2/C=N/NC(N)=S)cc1OC the results were KDM4E inh inconclusive, TRb SRC2 PPI -8%, Tau FP inhib -5%, TR SRC2 fluor cs -2%, L3MBTL1 block -22%, RECQ1 inh -7%, GoLoco inh red 14% and Tau fibril ThT -4%.
O=C(C1CC1)N1CCc2cc(Br)cc(S(=O)(=O)N3CCN(c4cccc(C(F)(F)F)c4)CC3)c21 was read as TRb SRC2 PPI -9%, Tau FP inhib inconclusive, TR SRC2 fluor cs 0% and Tau fibril ThT -5%.
For CC(C)(O)CCCC(C)(O)c1ccc(C(=O)O)cc1O (stereo not given) the results were KDM4E inh -21%, TRb SRC2 PPI 3%, Tau FP inhib -3%, TR SRC2 fluor cs 0%, RECQ1 inh inactive, GoLoco inh red -1% and Tau fibril ThT -5%.
O=C(CN(CCc1ccccc1)S(=O)(=O)c1ccc(Cl)cc1)N/N=C/c1ccccc1C(=O)O was read as KDM4E inh 11%, TRb SRC2 PPI 6%, Tau FP inhib -1%, TR SRC2 fluor cs 1%, L3MBTL1 block -14%, RECQ1 inh -7%, GoLoco inh red -1% and Tau fibril ThT -4%.
O=C(COC(=O)c1cccs1)NC12CC3CC(CC(C3)C1)C2 was read as KDM4E inh -1%, TRb SRC2 PPI 4%, Tau FP inhib 0%, TR SRC2 fluor cs -6%, L3MBTL1 block 16%, RECQ1 inh -15%, GoLoco inh red -7% and Tau fibril ThT -7%.
`COc1cc(CCC(=O)Nc2cc(C)cc(C)c2)cc(OC)c1OC` gave KDM4E inh 14%, TRb SRC2 PPI -4%, Tau FP inhib 8%, TR SRC2 fluor cs -2%, L3MBTL1 block 8%, RECQ1 inh -13%, GoLoco inh red -7% and Tau fibril ThT 9%.

An excerpt from above in order of number of heavy atoms, smallest number first.
`COc1cc(CCC(=O)Nc2cc(C)cc(C)c2)cc(OC)c1OC` gave KDM4E inh 14%, TRb SRC2 PPI -4%, Tau FP inhib 8%, TR SRC2 fluor cs -2%, L3MBTL1 block 8%, RECQ1 inh -13%, GoLoco inh red -7% and Tau fibril ThT 9%.
For COc1ccc(-c2nn(-c3ccccc3)cc2/C=N/NC(N)=S)cc1OC the results were KDM4E inh inconclusive, TRb SRC2 PPI -8%, Tau FP inhib -5%, TR SRC2 fluor cs -2%, L3MBTL1 block -22%, RECQ1 inh -7%, GoLoco inh red 14% and Tau fibril ThT -4%.
COc1ccc(N(CC(=O)Nc2cc(Cl)ccc2C)S(=O)(=O)c2c(C)noc2C)cc1 was read as TRb SRC2 PPI -8%, Tau FP inhib -9%, TR SRC2 fluor cs -3% and Tau fibril ThT -8%.

Additional compounds.
For NS(=O)(=O)c1ccc(NC(=O)Cn2ncc3c2-c2ccccc2OC3)cc1 the results were KDM4E inh -10%, TRb SRC2 PPI -3%, Tau FP inhib 0%, TR SRC2 fluor cs -1%, RECQ1 inh 5%, GoLoco inh red 14% and Tau fibril ThT -10%.
`COc1ccc2oc(C(=O)OCC(=O)c3ccc4c(c3)OCCO4)c(C)c2c1` gave KDM4E inh inconclusive, TRb SRC2 PPI -22%, Tau FP inhib -13%, TR SRC2 fluor cs 0%, L3MBTL1 block -3%, RECQ1 inh -11%, GoLoco inh red 0% and Tau fibril ThT inconclusive.
Cc1nn(-c2ccccc2)c2sc(C(=O)C(C#N)c3ccccn3)cc12 (stereo not given) was read as KDM4E inh -13%, TRb SRC2 PPI -6%, Tau FP inhib 1%, TR SRC2 fluor cs -8%, L3MBTL1 block 2%, RECQ1 inh -1%, GoLoco inh red 6% and Tau fibril ThT -9%.
`Cc1cccc(CNC(=O)Cn2nc(C)c3nn(-c4ccc(Cl)cc4)c(C)c3c2=O)c1` gave TRb SRC2 PPI 0%, Tau FP inhib 0%, TR SRC2 fluor cs 1% and Tau fibril ThT 5%.
`OB(O)O` gave TRb SRC2 PPI 6%[201 µM], TR SRC2 fluor cs -3%[201 µM], RECQ1 inh 16% and GoLoco inh red 6%&19%.
For CCc1ccc2c(CSc3nnnn3C)cc(=O)oc2c1 the results were KDM4E inh -6%, TRb SRC2 PPI 1%, Tau FP inhib -5%, TR SRC2 fluor cs -1%, L3MBTL1 block 6%, RECQ1 inh -1%, GoLoco inh red 4% and Tau fibril ThT 3%.
Cc1cccnc1NC(=O)C12CCC(C)(C(=O)O1)C2(C)C (stereo not given) was read as KDM4E inh 2%, TRb SRC2 PPI 0%, Tau FP inhib 2%, TR SRC2 fluor cs -2%, L3MBTL1 block 3%, RECQ1 inh 3%, GoLoco inh red -8% and Tau fibril ThT 0%.
For Fc1ccccc1CSc1nnc(-c2cccnc2)o1 the results were KDM4E inh 14%, TRb SRC2 PPI 0%, Tau FP inhib -2%, TR SRC2 fluor cs 0%, L3MBTL1 block 11%, RECQ1 inh -1%, GoLoco inh red -3% and Tau fibril ThT 0%.
Screening CCSc1ncc(Cl)c(C(=O)Nc2ccc(S(=O)(=O)Nc3ncccn3)cc2)n1 returned TRb SRC2 PPI -1%, Tau FP inhib -20%, TR SRC2 fluor cs -30% and Tau fibril ThT 1%.

Screening data (PubChem BioAssay)

The list is partial; count on the stated rates, not on these rows.
